High-throughput results as filed in PubChem.
PvdQ acylase – P. aeruginosa PvdQ acylase inhibitors, primary screen, biochemical, fluorescence, plate reader and imaging, single point; PvdQ acylase [Pseudomonas aeruginosa LESB58]; purified PvdQ acylase; inhibition, % at 10 µM; 0.063% of 340,000 active; AID 488965, 2010; in the data active means inhibition above about 30%, passing the limit was not always enough;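 further: 0% = vehicle neutral wells and 100% = reference inhibitor wells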
LANA DNA inh – inhibitors of KSHV C-LANA binding to DNA, primary screen, biochemical, fluorescence polarization, FAM-LBS DNA, MBP-C-LANA, single point; inhibition, % at 9 µM; Kaposi's sarcoma herpesvirus LANA C-terminal domain (residues 932-1162) DNA binding; 0.078% of 340,000 active;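 active means highest replicate inhibition at or above 60% at 9 µM, even if other replicates fall short; inactive means all replicates below 60% inhibition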;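 further: 0% = neutral control wells and 100% = 4 µM acridine orange control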
SR-BI uptake up – activators of SR-BI mediated DiI-HDL uptake, primary screen, ldlA[mSR-BI] CHO cells, DiI fluorescence | AID 504775, 2011 | 3 h; 100 = double the neutral-control signal | activation, % at 12.5 µM | 0.096% of 320,000 active;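 active means mean replicate activation of at least 60% and every replicate at or above 60%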;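 further: 0% = median plate neutral-control signal and 100% = twice that signal; values of inactives mirror those of a sister screen read the other way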
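Test system: SR-BI-overexpressing, LDLR-lacking CHO cells. Measured by: DiI fluorescence, bottom read. Medium: Ham's F12 with 0.5% BSA, HEPES 25 mM, pH 7.4. Timing: 3 h uptake period with compound, 37 °C.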
NSD2 inh – NSD2 histone methyltransferase inhibitors, primary screen, biochemical, AlphaScreen, single concentration, set 2; inhibition, % at 12.5 µM; 0.54% of 310,000 active; Histone-lysine N-methyltransferase NSD2 (Homo sapiens), O96028; AID 743445, 2014; NSD2 peptide methylation, 120 min; in the data active means inhibition above about 50%
Arr AP2 block – inhibitors of beta-arrestin/AP2 binding, primary screen, biochemical, GPCR trafficking, flow cytometry. beta-arrestin 1 C-terminal peptide binding to AP2 beta2-adaptin appendage (human). FITC-arrestin peptide / GST-AP2 beads; AP2 beta2 appendage carries R879A mutation. inhibition, % at 10 µM. 0.31% of 340,000 active;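 active means inhibition above a set limit, near 3 SD of compounds lacking own fluorescence, cut at about 54% in these data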;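 further: plate controls were DMSO wells for no effect and 5 µM unlabelled arrestin peptide for full effect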
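System: GST-AP2 R879A bound to glutathione beads, E. coli-expressed. Also added: 50 nM FITC-arrestin peptide. Schedule: compound with beads 12 min RT, then probe 1 h RT. Signal: bead flow cytometry, FITC channel. Read-out basis: percent response.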
SR-BI DiI inh – inhibitors of SR-BI mediated HDL lipid uptake, primary screen, ldlA[mSR-BI] cells, fluorescence, single point. Scavenger receptor class B member 1 (Mus musculus), Q61009. ldlA[mSR-BI] CHO cells, DiI-HDL uptake fluorescence, 3 h. inhibition, % at 12.5 µM. 0.96% of 320,000 active;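 active means mean replicate inhibition of at least 70% and a set share of replicates each scoring 70 or more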;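 further: 0% = median of neutral control wells and 100% = median of positive control wells; values of inactives mirror those of a sister screen read the other way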
RTF Ca sens inh – cardiac RTF calcium sensitivity inhibitors, primary screen, biochemical, IANBD-TnC fluorescence, EC70 calcium. IANBD-labeled cardiac RTF, Ca2+ fluorescence. inhibition, % at 7.15 µM. 0.12% of 340,000 active;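 active means inhibition above the mean inhibition of all tested compounds plus 3 SD, cut at about 17% in these data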;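 further: assay run at fixed EC70 calcium of 1.6 mM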
DAGLB inh – DAGLB lipase inhibitors, primary screen, biochemical, fluorescence, HTS | Diacylglycerol lipase-beta (Homo sapiens), Q8NCG7 | HEK293T DAGLB membrane lysate, EnzChek fluorogenic substrate | inhibition, % at 5.17 µM | 0.059% of 340,000 active | AID 504411, 2011; in the data active means inhibition above about 34%;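 further: 0% = enzyme with vehicle and 100% = wells lacking enzyme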
Target sequence (Q8NCG7 whole entry, looked up): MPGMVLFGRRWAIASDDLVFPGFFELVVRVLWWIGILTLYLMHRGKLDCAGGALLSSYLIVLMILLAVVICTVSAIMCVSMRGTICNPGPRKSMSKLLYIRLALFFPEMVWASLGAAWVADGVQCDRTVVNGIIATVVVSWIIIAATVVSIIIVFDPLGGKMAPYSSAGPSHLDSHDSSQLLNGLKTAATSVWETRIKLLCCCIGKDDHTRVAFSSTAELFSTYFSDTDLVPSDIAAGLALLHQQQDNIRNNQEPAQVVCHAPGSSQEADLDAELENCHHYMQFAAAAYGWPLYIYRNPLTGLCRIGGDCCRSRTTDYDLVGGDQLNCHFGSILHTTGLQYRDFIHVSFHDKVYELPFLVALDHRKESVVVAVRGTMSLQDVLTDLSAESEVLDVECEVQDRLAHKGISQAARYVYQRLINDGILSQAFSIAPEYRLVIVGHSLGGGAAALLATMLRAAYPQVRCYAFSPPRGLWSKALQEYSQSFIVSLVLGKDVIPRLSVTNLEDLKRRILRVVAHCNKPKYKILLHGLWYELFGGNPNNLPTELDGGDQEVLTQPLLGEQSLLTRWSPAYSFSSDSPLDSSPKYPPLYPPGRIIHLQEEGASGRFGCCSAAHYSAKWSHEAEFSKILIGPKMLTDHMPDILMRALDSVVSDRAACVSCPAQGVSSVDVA
PKA-R2B act – activators of PKA-R2B holoenzyme, primary screen, biochemical, fluorescence polarization, Cy5-IP20, human. cAMP-dependent protein kinase catalytic subunit beta (Homo sapiens) + cAMP-dependent …. PKA-R2B holoenzyme dissociation; R2B truncated from residue 108, S112A mutant; 0% DMSO only, 100% 113 µM cGMP. activation, % at 11.4 µM. 0.079% of 340,000 active;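 active means activation above a cutoff set at the mean over all compounds plus 3 SD, cut at about 18% in these data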;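 further: higher means more holoenzyme dissociation and a rise in polarization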
Keap1-Nrf2 PPI – Keap1-Nrf2 protein-protein interaction inhibitors, primary screen, biochemical, fluorescence polarization, single point. Keap1 Kelch-Nrf2 peptide fluorescence polarization, 1536-well. inhibition, % at 9.4 µM. 0.15% of 340,000 active. AID 504523, 2011; in the data active means inhibition above about 12%;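 further: human Keap1 Kelch domain with fluorescein labeled Nrf2 9mer peptide probe; 0% = neutral control wells and 100% = peptide positive control; higher means more block of Keap1 binding to Nrf2 peptide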
Numbers without * were called inactive; . = not tested or not shown.

SMILES	PvdQ acylase	LANA DNA inh	SR-BI uptake up	NSD2 inh	Arr AP2 block	SR-BI DiI inh	RTF Ca sens inh	DAGLB inh	PKA-R2B act	Keap1-Nrf2 PPI
Cc1ccc(/C(O)=C2\C(=O)C(=O)N(CCN(C)C)C2c2ccccc2F)cc1 (configuration not stated)	-9	0.6	11	0	7	-11	-1	-2	3	-4
COc1ccc(OC)c(CN2CCN(CCc3ccccc3)C(CCO)C2)c1 (configuration not stated)	-12	-0.2	23	-4	-3	-23	-12	-1	2	-2
CSc1cccc(NS(=O)(=O)c2ccc(-c3coc(C)n3)cc2)c1	-23	0.1	-2	27	5	2	2	-4	-12	-5
Cc1cccc(CNc2ncc(-c3cccc([N+](=O)[O-])c3)n2C)c1	-10	2.4	-19	13	-103	19	2	4	-6	-4
COc1ccc(OCC(=O)N/N=C2\CCc3ccccc32)cc1	9	-1.1	-2	0	20	2	-2	2	4	0
COC(=O)c1cccc(S(=O)(=O)N2CCC(c3nc4ccccc4o3)CC2)c1	-2	1.5	4	.	27	-4	-5	-3	-9	1
CN(CC(=O)Nc1ccc(Cl)cc1)C(=O)COc1ncnc2ccccc12	-4	-0.1	-12	5	-24	12	-8	-2	-5	-1
CC(=O)c1ccc(NC(=O)CSc2nnc(-c3ccco3)c(-c3ccco3)n2)cc1	-15	5.1	-14	29	13	14	4	-1	-3	-2
Cc1ccc(N(CC(=O)N=Nc2c(O)[nH]c3ccccc23)S(C)(=O)=O)c(C)c1	-12	-0.2	15	10	-5	-15	-9	0	-4	-3
O=C(NNC(=O)c1nc2ccccc2[nH]1)OCc1ccccc1	-25	-0.4	-6	.	0	6	-10	-1	4	-5

The final three entries of the section above are carried over, then new ones follow:
SMILES	PvdQ acylase	LANA DNA inh	SR-BI uptake up	NSD2 inh	Arr AP2 block	SR-BI DiI inh	RTF Ca sens inh	DAGLB inh	PKA-R2B act	Keap1-Nrf2 PPI
CC(=O)c1ccc(NC(=O)CSc2nnc(-c3ccco3)c(-c3ccco3)n2)cc1	-15	5.1	-14	29	13	14	4	-1	-3	-2
Cc1ccc(N(CC(=O)N=Nc2c(O)[nH]c3ccccc23)S(C)(=O)=O)c(C)c1	-12	-0.2	15	10	-5	-15	-9	0	-4	-3
O=C(NNC(=O)c1nc2ccccc2[nH]1)OCc1ccccc1	-25	-0.4	-6	.	0	6	-10	-1	4	-5
Cc1cc(C)n(/N=C/c2ccccc2O)c(=O)c1	-6	1.4	10	1	10	-10	-1	0	-10	-3
CC(C)Cc1nnc(NC(=O)CCC(=O)N2CCN(c3ccc(F)cc3)CC2)s1	-4	-0.1	13	2	-18	-13	-4	3	2	4
Cc1ccc(C(=O)NNC2CC(=O)N(c3ccc4c(c3)OCCO4)C2=O)cc1 (configuration not stated)	-5	-0.3	0	5	6	0	-6	0	-16	0
CN1C[C@@H]2[C@@H]3C(=O)N(Cc4ccccc4)C(=O)[C@@H]3[C@](C)(C1=O)N2C(=O)c1ccc(Br)cc1	-16	-1.8	17	.	-1	-17	7	-2	-6	-3
COc1ccc(C(=O)NNC(=S)NC(=O)c2ccc(Br)o2)cc1OC	-1	-1.0	-4	6	7	4	3	2	1	0
C=CC[C@@H](CC(=O)OC(C)(C)C)C(=O)OC[C@H]1CCCN1C(=O)[C@@H](CC=C)CC(=O)NCCO	-9	-1.3	21	.	.	-21	0	0	1	-2
COc1ccc(/C=N/N2CCN(Cc3ccccc3)CC2)cc1	-10	10	15	6	6	-15	3	1	5	-2
CCN(CC(=O)Nc1c(F)cccc1F)C(=O)c1cccc(S(=O)(=O)NCc2ccccc2)c1	14	0.8	-6	-4	-3	6	-5	4	-6	1
Cc1cc(C(=O)N2CCCC(C(=O)c3ccc4ccccc4c3)C2)n(C)n1 (configuration not stated)	-3	0.1	-12	5	-12	12	-10	0	-4	-7
CCOC(=O)c1cnc(SCC(=O)c2ccc(C)cc2)nc1N	8	-1.3	-16	0	-6	16	8	4	-5	-4
COc1ccc(S(=O)(=O)N2CCC(NC(=O)c3cccc(F)c3)CC2)cc1	-13	-3.6	-6	0	-6	6	-3	-1	-2	-3
CC(C)(C)Sc1ccc(/C=N/O)cc1[N+](=O)[O-]	0	-1.2	-10	4	8	10	4	-4	-11	-4
O=C(NN1CCN(Cc2ccccc2Cl)CC1)c1ccc(Cl)cc1	-3	-2.2	19	-3	5	-19	7	2	0	-2
O=c1ccn([C@@H]2O[C@H](CO)[C@@H](O)[C@H]2O)c(=O)[nH]1	7	-1.1	7	.	11	-2	14	1	-3	-2
CCCc1c(C(=O)Nc2ccc(F)cc2F)cnn1-c1ccccc1	-5	1.0	6	-1	11	-6	1	-1	-1	3
COc1ccccc1NS(=O)(=O)c1cccc(NC(=O)C2CC2)c1	0	-1.8	11	1	22	-11	-1	-4	-2	0
O=C(Nc1cccc([N+](=O)[O-])c1)Nc1cnccn1	-12	1.0	10	-4	-4	-10	-2	-1	3	-2
CN(NS(=O)(=O)c1ccc(Cl)cc1)c1ncc(C(F)(F)F)cc1Cl	-5	-1.8	23	0	1	-23	-3	-6	2	2
O=C1C2C3c4ccccc4C(c4ccccc43)C2C(=O)N1c1cccc2cccnc12 (configuration not stated)	-11	0.6	20	1	-2	-20	-16	0	-4	2
COC(=O)c1[nH]c2cc(C)ccc2c1NC(=O)CN1CCN(C(=O)c2ccco2)CC1	-5	-1.9	-13	1	-1	13	-9	-2	1	-3
CCC1=NN(C(=O)C(=O)NCCc2ccccc2)C(O)(C(F)(F)F)C1 (configuration not stated)	-8	0.6	24	1	8	-24	-10	2	-3	-1
CSc1nc2sc3c(c2c(=O)[nH]1)CCc1ccccc1-3	-3	-0.7	-12	-1	12	12	9	0	-1	-1
Cc1ccc(NC(=O)CSc2nncn2N)cc1C	-14	-1.8	11	2	-1	-11	-8	1	6	-3
COC(CNC(=O)c1cc(C(=O)c2c(-c3c(Cl)cccc3Cl)noc2C)c[nH]1)OC	4	-0.1	-35	1	0	35	1	-3	-10	1
COc1ccc(NS(=O)(=O)c2ccc(C)c(C(=O)O)c2)cc1	4	1.1	17	1	33	-17	-9	-2	1	3
Cc1ccc(CNC(=O)CCC2CCCN(Cc3cccc4cccnc34)C2)o1 (configuration not stated)	-22	-0.5	11	-2	-18	-11	-4	-3	4	-2
Cc1n[nH]c(C)c1S(=O)(=O)N1CCCC(C(=O)O)C1 (configuration not stated)	-7	-4.2	-4	-11	3	4	-1	0	2	1
CCCCOc1ccc(C(=O)NCC2(c3ccccc3)CCOCC2)cc1	-3	-2.1	-22	18	1	22	-8	1	-2	-1
Cn1c(=O)c2c(nc(NCCNC(=O)c3ccco3)n2Cc2ccc(F)cc2)n(C)c1=O	11	-0.6	10	3	31	-10	2	-1	5	1
COc1cc(OC)c(NC(=O)c2ccc(F)cc2)cc1Cl	23	-3.9	-65	-1	-12	65	11	-6	-2	-1
Cc1ccc(S(=O)(=O)Nc2ncccn2)cc1	2	-0.7	2	-2	46	-2	5	-4	-4	2
CCCCCCn1c(CN2CCN(C(=O)OCC)CC2)nc2c1c(=O)n(C)c(=O)n2C	-21	1.3	20	5	-7	-20	-3	-5	-11	1
Cc1nonc1CN(C)C(=O)CC1C(=O)NCCN1Cc1ccccc1F (configuration not stated)	5	1.7	0	17	27	0	-2	1	-4	0
O=C(CCC1CCCN(C(=O)C2(c3ccccc3)CC2)C1)N1CCN(c2ccccn2)CC1 (configuration not stated)	8	-0.6	-3	1	13	3	1	-2	-6	-2
CCOC(=O)N1CCC(NS(=O)(=O)c2cc(C(=O)OC)n(C)c2)CC1	1	0.0	27	.	18	-23	-5	-2	0	-2
CCOC(=O)CSc1nc2ccccc2c(=O)n1CCCCCC(=O)NCc1ccco1	-16	0.4	-5	-1	0	5	-4	1	7	-3
Cc1noc(C)c1S(=O)(=O)N1CCN(c2ccccc2Cl)CC1	-10	0.8	-43	-2	-6	43	-6	-2	-9	-3
S=C(NCc1ccco1)NCc1ccco1	-12	3.2	0	2	-6	0	-7	2	-4	2

Arranged by the number under PKA-R2B act (falling): 6 from the list above
Compound	PvdQ acylase	LANA DNA inh	SR-BI uptake up	NSD2 inh	Arr AP2 block	SR-BI DiI inh	RTF Ca sens inh	DAGLB inh	PKA-R2B act	Keap1-Nrf2 PPI
CCOC(=O)CSc1nc2ccccc2c(=O)n1CCCCCC(=O)NCc1ccco1	-16	0.4	-5	-1	0	5	-4	1	7	-3
CCOC(=O)N1CCC(NS(=O)(=O)c2cc(C(=O)OC)n(C)c2)CC1	1	0.0	27	.	18	-23	-5	-2	0	-2
S=C(NCc1ccco1)NCc1ccco1	-12	3.2	0	2	-6	0	-7	2	-4	2
O=C(CCC1CCCN(C(=O)C2(c3ccccc3)CC2)C1)N1CCN(c2ccccn2)CC1 (configuration not stated)	8	-0.6	-3	1	13	3	1	-2	-6	-2
Cc1noc(C)c1S(=O)(=O)N1CCN(c2ccccc2Cl)CC1	-10	0.8	-43	-2	-6	43	-6	-2	-9	-3
CCCCCCn1c(CN2CCN(C(=O)OCC)CC2)nc2c1c(=O)n(C)c(=O)n2C	-21	1.3	20	5	-7	-20	-3	-5	-11	1
